# From PubChem
# GLS inhibitor: qHTS for Inhibitors of Glutaminase (GLS). Glutaminase kidney isoform, mitochondrial (Homo sapiens), O94925. GLS enzymatic activity, qHTS titration. Potency, µM (highest dose often 45.5 µM), inactives show at the highest dose activity change, negative = inhibition, actives largely listed as inhibitors. hit rate 0.21% among 410,000. AID 624170, 2012; further: potency means the concentration at half of the fitted maximal effect; on the % scale 0 is the no-effect control and ±100 the full control effect
#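 Assay buffer: 45 mM KH2PO4 pH 8.2, 0.02% Tween-20. hKGA acts on L-glutamine (1 mM solution added); product glutamate is reported by an oxidase/peroxidase Amplex Red coupling, with fluorescence taken at baseline and 30 min.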
# G9a inh: qHTS Assay for Inhibitors of Histone Lysine Methyltransferase G9a; Histone-lysine N-methyltransferase EHMT2 (Homo sapiens), Q96KQ7; Potency, µM (highest dose often 102 µM), inactives show at the top dose activity, negative = inhibition, hits mostly inhibitors; AID 504332, 2011; G9a H3K9 monomethylation, AlphaScreen, 2 h; hit rate 8.8% among 350,000; further: potency means the concentration at half of the fitted maximal effect; on the % scale 0 is the no-effect control and ±100 the full control effect; nearly all actives have a fitted effect of over 75% in size
#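 AlphaScreen read-out: biotin-H3K9 peptide (500 nM) methylation by 20 nM enzyme with 20 uM SAM, 2 h at room temperature after 15 min compound preincubation; anti-monomethyl H3K9 antibody plus donor/acceptor beads, 10 min dark.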
# ERG-DNA inh: qHTS for Small Molecule Inhibitors of the ERG Ets/DNA interaction; fluorescence polarization, His-ERG Ets domain / labelled DNA; AID 624246, 2012; hit rate 0.028% among 370,000; Potency, µM (titrated, usually from 76.9 µM), without a hit: top-dose FP activity, negative = inhibition, usual class: inhibitors; Transcriptional regulator ERG (Homo sapiens), P11308; active means well fitted inhibition curve with a large enough effect in the polarisation, with a control signal flat; inconclusive means small, poorly fitted or top-dose-only effect, or effect the other way, or a change in a side signal; inactive means no such curve, though single readings can be large or run the other way; the % refers to the polarisation;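 further: polarization taken with two DNA probes labelled with fluorescein and Texas red; potency means the concentration at half of the fitted maximal effect; % of control where 0% means no effect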
#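 His-tagged ERG Ets domain (1 uM in the protein solution; 300mM KCl, 50mM Tris-HCl, 1mM EDTA, 1mM DTT, pH 7.5) received compound, then a probe mix of 5 nM fluorescein-DNA and 100nM Texas-615-DNA. Fluorescence polarization was read for both dyes.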
# HP1b binding inh: HTS for Inhibitors of HP1-beta Chromodomain Interactions with Methylated Histone Tails; Chromobox protein homolog 1 (Homo sapiens), P83916; AlphaScreen HP1-beta / biotin-H3K9me3 peptide binding; Potency, µM (top dose mostly 114 µM), without a hit: top-dose activity change, negative = inhibition, actives largely listed as inhibitors; hit rate 0.56% among 390,000; AID 540317, 2011; further: potency means the concentration at half of the fitted maximal effect; nearly all actives have a fitted effect of over 70% in size; inactives centre near 23
#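 AlphaScreen: HP1-beta (50 nM) preformed 30 min with biotin-H3(1-18)K9me3 peptide (50 nM) in PBS pH 7.4, 0.01% Tween-20. Compound added for 30 min at RT, then streptavidin donor/nickel chelate acceptor beads (10 ug/mL) for 30 min.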
# BAZ2B inh: qHTS Assay for Inhibitors of BAZ2B; Bromodomain adjacent to zinc finger domain protein 2B (Homo sapiens), Q9UIF8; AlphaScreen BAZ2B-H3K14Ac peptide displacement; Potency, µM (highest dose often 114 µM), for inactives: at the top dose activity change, negative = inhibition, most hits filed as inhibitors; hit rate 4.4% among 360,000; AID 504333, 2011; further: potency means the concentration at half of the fitted maximal effect; on the % scale 0 is the no-effect control and ±100 the full control effect; nearly all actives have a fitted effect of over 60% in size
#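 AlphaScreen luminescence quantifies BAZ2B engagement of H3K14Ac peptide; the protein and biotinylated peptide are both at 50 nM final, buffer PBS pH 7.4 with 0.01% Tween-20, all steps at room temperature.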
# JMJD2A Tudor inh: qHTS Assay for Inhibitors of JMJD2A-Tudor Domain. Lysine-specific demethylase 4A (Homo sapiens), O75164. AlphaScreen JMJD2A-Tudor / H3K4me3 peptide binding. Potency, µM (top dose mostly 114 µM), inactives show top-dose activity change, negative = inhibition, hits mostly inhibitors. hit rate 4.4% among 390,000; further: potency means the concentration at half of the fitted maximal effect; on the % scale 0 is the no-effect control and ±100 the full control effect; nearly all actives have a fitted effect of over 50% in size
# Target sequence (O75164 whole entry, looked up, the tested form may be a part): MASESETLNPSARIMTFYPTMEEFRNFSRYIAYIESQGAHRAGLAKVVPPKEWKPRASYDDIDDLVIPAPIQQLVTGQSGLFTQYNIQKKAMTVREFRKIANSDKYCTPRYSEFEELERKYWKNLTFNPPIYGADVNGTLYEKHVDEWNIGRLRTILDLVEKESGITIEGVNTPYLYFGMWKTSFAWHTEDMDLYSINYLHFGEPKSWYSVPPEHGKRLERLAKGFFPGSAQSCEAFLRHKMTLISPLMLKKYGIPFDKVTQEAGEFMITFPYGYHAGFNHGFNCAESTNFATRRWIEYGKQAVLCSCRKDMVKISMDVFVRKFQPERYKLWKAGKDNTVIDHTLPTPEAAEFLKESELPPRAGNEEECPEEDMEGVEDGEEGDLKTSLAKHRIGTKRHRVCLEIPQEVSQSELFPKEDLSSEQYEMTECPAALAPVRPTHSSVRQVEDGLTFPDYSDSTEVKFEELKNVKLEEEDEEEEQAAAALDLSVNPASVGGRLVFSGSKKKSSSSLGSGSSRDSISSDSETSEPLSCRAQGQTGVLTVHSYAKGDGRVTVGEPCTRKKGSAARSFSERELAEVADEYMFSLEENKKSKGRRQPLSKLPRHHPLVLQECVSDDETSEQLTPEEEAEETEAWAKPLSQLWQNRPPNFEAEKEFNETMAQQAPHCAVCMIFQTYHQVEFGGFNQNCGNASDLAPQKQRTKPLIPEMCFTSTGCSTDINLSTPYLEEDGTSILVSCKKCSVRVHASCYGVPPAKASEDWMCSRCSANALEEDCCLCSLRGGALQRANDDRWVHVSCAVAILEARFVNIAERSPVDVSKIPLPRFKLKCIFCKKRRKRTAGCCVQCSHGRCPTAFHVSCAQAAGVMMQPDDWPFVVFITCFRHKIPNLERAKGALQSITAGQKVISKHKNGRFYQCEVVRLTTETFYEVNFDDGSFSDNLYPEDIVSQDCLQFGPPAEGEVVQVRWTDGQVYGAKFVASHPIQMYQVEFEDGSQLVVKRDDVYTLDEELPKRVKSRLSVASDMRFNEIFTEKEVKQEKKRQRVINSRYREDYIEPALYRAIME
# PI4K2A inh: qHTS for small molecular inhibitors of PI4K2A; activity change, negative = inhibition, % at 76.9 µM; AID 1346378, 2018; Phosphatidylinositol 4-kinase type 2-alpha (Homo sapiens), Q9BTU6; purified PI4K2A, ADP-Glo luminescence, 1 h; active compounds read low; hit rate 0.13% among 420,000; in the data active means activity change below about -50%; inconclusive means mostly about -30% to -49%;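 further: -100% = wells without enzyme as full effect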
#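 ADP-Glo luminescence measured ADP generated by PI4K2A enzyme (4 ug/mL before mixing) with 1.2 mM PI substrate (pre-mix) and 300 microM ATP (pre-mix). Tris pH7.5 buffer with MgCl2, Triton X-100; 1 h reaction at ambient temperature.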
# Pin1 inh: qHTS Assay to Find Inhibitors of Pin1; Pin1 FP peptide displacement, HiFluor488, 10 min; Potency, µM (series often up to 115 µM), for the others: at the highest dose activity, negative = inhibition, actives largely listed as inhibitors; hit rate 0.009% among 390,000; AID 504891, 2011; active means well fitted inhibition curve with a large enough effect in the polarisation, with a control signal flat, not every such curve was filed as active; inconclusive means small, poorly fitted or top-dose-only effect, or effect the other way, or a change in a side signal; inactive means no such curve, though single readings can be large or run the other way; the % refers to the polarisation; further: potency means the concentration at half of the fitted maximal effect; on the % scale 0 is the no-effect control and ±100 the full control effect
# PGK inhibitor: qHTS Assay to Find Inhibitors of Phosphoglycerate Kinase; hit rate 0.043% among 380,000; Potency, µM (top dose mostly 57.5 µM), without a hit: at the top dose activity change, negative = inhibition, hits mostly inhibitors; PGK/GAPDH coupled, Kinase-Glo luminescence, 60 min; Phosphoglycerate kinase, glycosomal (Trypanosoma brucei brucei), P07378; AID 602233, 2012; further: potency means the concentration at half of the fitted maximal effect; on the % scale 0 is the no-effect control and ±100 the full control effect; nearly all actives have a fitted effect of over 60% in size
#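 Luminescent ATP detection (Kinase-Glo Plus) follows a 60-minute room-temperature incubation, with wells lacking PGK as controls. Buffer: 100 mM TEA (pH 7.6), 5 mM MgCl2, 0.01% Tween-20. Coupling enzyme GAPDH (100 nM final) supplies unstable 1,3-BPG in-well.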
# * hit, by the source's call; i = inactive; ? = inconclusive; · = not tested or not shown; [ ] = another dose, or the depositor's remark. Unless noted, the call rests on the fitted dose curve; in most records, active means well fitted curve in the direction sought with a large enough effect; inconclusive means small, poorly fitted or top-dose-only effect, or another doubt; inactive means no such curve, though single readings can be large; an effect the other way counts as inactive or inconclusive.
SMILES,GLS inhibitor,G9a inh,ERG-DNA inh,HP1b binding inh,BAZ2B inh,JMJD2A Tudor inh,PI4K2A inh,Pin1 inh,PGK inhibitor
O=C(CCC(=O)N1CCN(c2ccc(C(F)(F)F)cn2)CC1)c1cccs1,2.7%,13.5%[12.7 µM],0.0%,24.0%,-3.1%,-7.8%,2.5,-0.6%,5.8%
COc1ccc(CN(C)Cc2cc(=O)n3ccsc3n2)c(OC)c1OC,-0.4%,?,-1.4%,34.9%,-17.5%,-17.2%,3.2,-1.4%,-3.6%
COc1ccc(/C=N/NC(=O)c2ccc(N(C)S(=O)(=O)c3ccccc3)cc2)cc1OC,0.0%,21.6%[59 µM],-11.8%,11.6%[57 µM],5.5%,-12.9%,0.1,15.4%,-2.6%
CCN(CC(=O)NCc1ccc(Cl)cc1)C(=O)C(C)Sc1ccccc1 (stereo unspecified),8.7%,·,10.2%,33.8%,1.2%,-15.9%,-1.3,2.8%,-7.9%
Cc1cc2oc(=O)cc(Cn3ncc(Cl)c(Cl)c3=O)c2cc1Cl,8.4%,·,-1.5%,17.6%,2.1%,-23.8%,5.5,31.2%[activator],-0.4%
Cc1c(C(=O)NCc2ccoc2)oc2ccc3c(c12)C(=O)CC(C)(C)O3,3.9%,-14.0%[59 µM],-11.5%,?,?,?,0.5,-0.9%,-9.6%
O=C(c1cc(Cl)ccc1OCc1ccccc1)N1CCOCC1,-16.2%,-14.4%,0.5%,43.0%[activator],-2.9%,-8.3%,0.0,7.6%,-7.6%
CC(C)(C)OC(=O)C[C@@H]1C/C=C\C[C@@H](CC(=O)NCCO)C(=O)N2CCC[C@H]2COC1=O,1.3%,·,0.2%,25.7%,·,-19.7%,-1.6,-4.3%,-10.0%
O=C(Nc1cccc(Cl)c1)C1CCCN(C2=NS(=O)(=O)c3ccccc32)C1 (stereo unspecified),-1.2%,?,-6.3%,12.5%,-6.4%,-17.9%,3.3,3.1%,-1.2%
CC(C)=CC(=O)OCC(=O)Nc1cc(C)cc(C)c1,-8.6%,-0.2%,4.1%,55.8%[activator],7.3%,7.0%[57.1 µM],-0.7,-0.6%,5.4%
CCn1c(CNS(=O)(=O)c2ccc(Br)cc2)n[nH]c1=S,2.1%,35.5µM*,-1.3%,44.9%[activator],-10.9%,22.4µM*,0.6,4.0%,i
CCc1ccccc1NC(=O)C(C)n1nc(-c2ccc(C)c(C)c2)ccc1=O (stereo unspecified),-2.6%,-28.2%[59 µM],2.2%,19.5%,-17.2%,?,1.4,0.0%,11.2%
CCOC(=O)C1=CN(Cc2cccc(F)c2)S(=O)(=O)N(C)C1c1ccc(F)c(Cl)c1 (stereo unspecified),-5.4%,·,0.6%,34.2%,·,-4.1%,3.0,3.3%,-2.1%
CCCN(CC(=O)Nc1ccccc1C)C(=O)COC(=O)c1cnc(C)cn1,0.9%,·,3.9%,51.8%[activator],·,1.7%,3.8,0.6%,i
CC(C)c1nnc(NC(=O)CCC(=O)N2CCN(c3ccc(F)cc3)CC2)s1,18.9%,27.6%,6.7%,25.8%,-21.2%,-6.1%,1.7,-6.1%,-0.9%
c1nnc(NC2=NCCC2)s1,14.8%,?,-10.9%,-6.2%,-3.8%,8.91µM*,3.1,5.5%,6.2%
CC(C)CC(=O)c1c[nH]c(C(=O)NCC2CCCO2)c1 (stereo unspecified),0.9%,-0.4%,-0.5%,33.5%,-38.9%,-5.2%,-9.0,3.7%,8.4%
O=C(c1ccc(Cl)cc1)N(Cc1ccco1)C1CCS(=O)(=O)C1 (stereo unspecified),1.9%,29.7%,-4.4%,55.9%[activator],9.2%,-4.8%,-0.1,3.7%,-3.0%
COc1ccccc1C(=O)NCc1nnc(SCC(=O)Nc2nccs2)n1C,-5.2%,10.2%,-2.3%,8.6%,7.3%,-1.4%,-2.8,-0.4%,-0.5%
Cc1ccc(CNC(=O)c2ccc(NS(=O)(=O)c3cccs3)cc2)cc1,10.7%,-12.6%,-3.8%,23.2%,-19.9%,1.5%,-3.1,-1.0%,-4.6%
CCOC(=O)Nc1sc(C(=O)N(CC)CC)c(C)c1C(=O)OCC,-3.7%,?,2.7%,?,-2.4%,?,-2.3,0.9%,-0.7%
CCc1ccccc1N1CC23C=CC(O2)C(C(=O)OC)C3C1=O (stereo unspecified),-3.0%,14.9%,-21.5%,36.7%[activator],1.6%,-7.9%,-0.8,1.5%,?
Cc1ccc(C(=O)NNC(=O)c2ccccc2-n2cccc2)cc1,21.6%,4.1%,1.1%,22.4%,-14.2%,-18.4%,0.8,0.6%,0.7%
N#CC1(P(=O)(c2ccccc2)c2ccccc2)CC1,3.9%,2.0%,-2.0%,8.6%,-0.6%,-5.3%,4.8,0.6%,-3.4%
Cc1onc(-c2c(F)cccc2Cl)c1C(=O)Nc1nnc(-c2ccccc2)s1,8.2%,-7.5%[59 µM],2.4%,31.1%,2.4%,-15.5%,-4.5,?,-1.7%
O=C(Nc1nccs1)c1ccc(Br)s1,-2.3%,2.6%,-1.6%,38.2%,-34.2%,4.3%,-1.4,-0.6%,1.8%
Cc1ccc(OCCC(=O)NNC(=O)c2cc(C)oc2C)cc1,4.2%,-26.9%,-3.3%,11.9%,-22.5%,-15.2%,0.4,1.1%,2.4%
CCOC(=O)N1CCN(C(=S)NC(=O)C2CCCC2)CC1,8.3%,5.3%[59 µM],-6.5%,32.8%,0.6%,-16.7%,2.5,-3.1%,-1.4%
Cc1nc(Nc2ccc(F)cc2)nc(Nc2ccc(F)cc2)c1[N+](=O)[O-],1.4%,·,-4.3%,6.5%,-17.9%,-15.9%,1.4,-2.5%,-6.5%
COc1ccc(C(=O)/C=C/Nc2ccc([N+](=O)[O-])cc2C)c(OC)c1,2.0%,-4.0%[59 µM],11.8%,16.0%,-0.5%,-1.5%,4.7,?,-0.6%
Cc1cc(C)n(-c2ccn(Cc3ccc(Cl)cc3Cl)c(=O)n2)n1,-0.7%,3.1%[59 µM],-4.9%,20.6%,23.2%,-17.9%,-10.4,-3.6%,-2.0%
COc1ccc(Cl)cc1C(=O)NNC(=S)NC(=O)/C=C/c1ccco1,8.4%,-5.2%,9.0%,43.0%[activator],·,-10.2%,2.9,-1.2%,5.9%
COCc1nnc(NC(=O)c2ccccc2[N+](=O)[O-])s1,-3.2%,20µM*,4.8%,3.3%,6.4%,-9.1%,-1.2,-6.0%,1.1%
CN1CCN(C(=O)c2cccc(NS(=O)(=O)c3ccc(Br)cc3)c2)CC1,-5.7%,-10.8%[2.33 µM],-5.7%,21.7%,7.4%,-1.4%,2.2,-6.9%,1.0%
Cc1cc(NC(=O)c2cccs2)ccc1NC(=O)Cc1ccccc1,-3.2%,1.6%,-0.8%,13.7%,-4.5%,-17.9%,0.2,5.3%,-5.8%
Cc1cccc(N(CC(=O)N2CCN(c3ccc(F)cc3)CC2)S(C)(=O)=O)c1C,0.3%,-6.3%,3.6%,15.3%,-10.2%,-17.3%[11.4 µM],-2.3,-8.1%,0.0%
CCc1noc(C)c1C(=O)Nc1ccc(C(F)(F)F)cc1,-2.3%,42.4%,-3.4%,44.6%[activator],3.1%,0.0%,-4.6,-0.6%,-9.2%
COCCCN1C(=O)C(=O)/C(=C(/O)c2ccc(OC(C)C)cc2)C1c1ccncc1 (stereo unspecified),9.5%,44.7µM*,·,29.3%,?,-21.4%,0.7,-5.3%,-0.1%[11.5 µM]
Cc1cc(C)c2c(n1)nn1c(N3CCN(Cc4ccccc4)CC3)cc(C)nc21,0.6%,-39.0%[59 µM],2.7%,38.6%[activator],1.7%,8.6%,0.2,0.0%,-8.8%
Cc1cc(C)nc(Nc2ccc(N3CCCC3)cc2)n1,8.1%,?,4.8%,?,28.2µM*,35.5µM*,4.5,-0.3%,-10.7%
Cc1ccccc1Cn1c(SCc2ccc(C(=O)NCc3cccs3)cc2)nc2ccncc21,-5.9%,-34.5%[59 µM],5.5%,81.6%[activator],16.3%,-22.5%,-0.6,?,-7.8%
c1ccc(-n2nc3ccccc3n2)cc1,-2.2%,3.3%[59 µM],-1.3%,30.3%[activator],46.5%[activator],?,-3.6,-14.5%,-5.8%
C#CCNC(=O)C1=C[C@H](c2csc3ccccc23)[C@@H](CCCO)[C@H](OCC)O1,1.1%,16.8%[59 µM],12.4%,23.4%,-10.5%,-9.9%,0.8,3.0%,1.2%
